KCNQ1 inh: inhibitors of human KCNQ1 channel, primary screen, cell-based, thallium flux, high-throughput. Potassium voltage-gated channel subfamily KQT member 1 (Homo sapiens), P51787. CHO-K1 KCNQ1, FluxOR thallium flux fluorescence; hits give high values. B-score at 10 µM. hit rate 1.3% among 310,000. AID 2642, 2010;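 active = compounds whose thallium flux B-score, printed positive for inhibition, exceeds three library SD while starting fluorescence stays within three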;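 note: channel opened by potassium depolarization with thallium stimulus after 20 min compound exposure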
KCNK3 block: human KCNK3 channel inhibitors, primary screen, CHO cells, FluxOR thallium flux, B-score; hit rate 0.84% among 340,000; Potassium channel subfamily K member 3 (Homo sapiens), O14649; B-score at 10 µM; FluxOR fluorescence; hits give low values;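 active = B-score under library mean minus 4 SD, starting fluorescence ratio at most library mean plus 5 SD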;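 note: more negative B-score means stronger inhibition of thallium flux through KCNK3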
TRPC4 act: activators of mouse TRPC4 channel, primary screen, Fluo4 calcium, HEK293 TRPC4beta/mu-opioid cells; Fluo4 calcium fluorescence; hits give high values; hit rate 0.49% among 310,000; AID 2237, 2010; B-score at 10 µM;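 active = B-score above 5 SD of library B-scores, and initial fluorescence ratio not above library mean plus 5 SD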;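 note: positive B-score marks a calcium rise read as TRPC4 activation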
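system = HEK293 cells stably co-expressing mouse TRPC4beta and mu-opioid receptor | schedule = Fluo4 dye loading 45 min at room temperature, 110 s recording | measure = B-scored integrated calcium fluorescence ratio | signal = Fluo4 calcium-sensitive dye fluorescence, kinetic, 1 Hz baseline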
TMEM16A act: TMEM16A chloride channel activators or potentiators, primary screen, cell-based, HTS. Anoctamin-1 (Mus musculus), Q8BHY3. HEK293 TMEM16A/YFP-H148Q/I152L, iodide quench fluorescence; hits give low values. B-score at 10 µM. hit rate 0.3% among 340,000. AID 623877, 2012;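 active = fluorescence-ratio B-score plate-corrected deviation score at least 3 library SD below zero, with starting fluorescence score within 5 deviations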;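 note: channel opened by trigger with iodide after compound preincubation; score built on the fluorescence ratio of max minus min over baseline; more negative score means more quench and so TMEM16A activation or potentiation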
Target sequence (Q8BHY3 whole entry, looked up): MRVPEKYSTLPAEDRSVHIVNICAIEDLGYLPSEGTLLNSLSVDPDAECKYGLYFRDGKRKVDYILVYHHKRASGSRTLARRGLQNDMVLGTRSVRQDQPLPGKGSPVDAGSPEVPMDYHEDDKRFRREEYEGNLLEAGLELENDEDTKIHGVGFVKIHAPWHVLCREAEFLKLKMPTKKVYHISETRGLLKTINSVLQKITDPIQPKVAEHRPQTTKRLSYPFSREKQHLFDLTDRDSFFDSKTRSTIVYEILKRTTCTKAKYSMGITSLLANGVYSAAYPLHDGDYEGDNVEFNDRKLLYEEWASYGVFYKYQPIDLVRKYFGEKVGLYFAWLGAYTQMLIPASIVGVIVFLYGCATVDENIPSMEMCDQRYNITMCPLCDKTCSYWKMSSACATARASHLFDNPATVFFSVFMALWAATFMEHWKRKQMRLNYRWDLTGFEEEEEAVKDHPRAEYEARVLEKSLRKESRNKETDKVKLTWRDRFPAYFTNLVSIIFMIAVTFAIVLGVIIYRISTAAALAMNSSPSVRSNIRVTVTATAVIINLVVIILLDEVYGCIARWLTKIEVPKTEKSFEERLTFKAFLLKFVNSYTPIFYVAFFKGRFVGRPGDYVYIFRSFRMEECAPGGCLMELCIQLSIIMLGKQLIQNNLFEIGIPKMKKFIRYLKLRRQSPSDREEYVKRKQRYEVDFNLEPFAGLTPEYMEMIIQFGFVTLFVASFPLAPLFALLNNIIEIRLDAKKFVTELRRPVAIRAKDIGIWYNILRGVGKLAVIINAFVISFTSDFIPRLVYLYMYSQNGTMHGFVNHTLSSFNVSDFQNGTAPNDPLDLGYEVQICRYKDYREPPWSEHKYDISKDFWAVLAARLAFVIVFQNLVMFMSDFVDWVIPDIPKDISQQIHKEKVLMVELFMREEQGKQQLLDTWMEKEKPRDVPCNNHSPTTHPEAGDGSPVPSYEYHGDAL
HDAC3 inhib: HDAC3 deacetylase inhibitors, primary screen, biochemical, fluorescence, cell-free homogeneous | Histone deacetylase 3 (Homo sapiens), O15379 | recombinant HDAC3, fluorogenic peptide/trypsin coupled | inhibition, % at 8.3 µM | hit rate 0.15% among 320,000 | AID 2718, 2010; in the data active = inhibition above about 26%, passing the limit was not always enough; inconclusive = no clear call, values can overlap the other calls
TRPC4 potent: positive allosteric modulators of TRPC4, primary screen, cell-based, mouse TRPC4beta, HEK293 mu-opioid, Fluo-4 calcium | hit rate 0.42% among 310,000 | DAMGO EC20, Fluo-4 Ca2+ flux; hits give high values | B-score at 10 µM | Short transient receptor potential channel 4 (Mus musculus), Q9QUQ5;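 active = B-score of calcium response area above 5 SD of library B-scores, with initial fluorescence ratio within 5 SD of library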;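 note: B-score of integrated fluorescence ratio over time as area under calcium response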
hERG rescue: hERG rescue from dofetilide block, primary screen, cell-based, CHO-hERG, FluxOR thallium flux, dofetilide IC70; Voltage-gated inwardly rectifying potassium channel KCNH2 (Homo sapiens), Q12809; dofetilide IC70 present; activation (rescue from dofetilide block), less the hit threshold, % at 10 µM; hit rate 0.51% among 310,000; AID 1511, 2009;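 active = activation above the mean of controls blocked by dofetilide plus 5 SD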;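 note: thallium influx through hERG after potassium depolarization seen as dye fluorescence rise; in these data hits start at about 4.7%; inactives centre near -7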
KCNK9 inh: KCNK9 potassium channel inhibitors, primary screen, HEK293 cells, thallium flux; Potassium channel subfamily K member 9 (Homo sapiens), Q9NPC2; FluxOR thallium flux fluorescence; hits give low values; B-score at 10 µM; hit rate 1.2% among 310,000; AID 488922, 2010;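 active = ratio B-score over 3 SD below the library mean, with starting fluorescence within 5 SD of its mean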;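 note: negative B-score means less thallium flux so channel inhibition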
KCNQ1 act: potentiators or activators of KCNQ1 channel, primary screen, cell-based, thallium flux, high-throughput. Potassium voltage-gated channel subfamily KQT member 1 (Homo sapiens), P51787. CHO-K1 KCNQ1, thallium flux FluxOR fluorescence; hits give high values. B-score at 10 µM. hit rate 0.35% among 310,000;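 active = fluorescence ratio B-score, a plate-corrected score, at least three library SD, with initial intensity B-score within 5 SD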
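Doses: Single concentration per compound, DMSO matched to controls | Test system: KCNQ1-transfected CHO-K1 cells | Timing: 90 min dye loading and 20 min compound exposure, both at room temperature | Measured by: Kinetic FluxOR thallium fluorescence, 10-s 1-Hz baseline, 110-s post-stimulus read | Medium: Assay buffer with matched DMSO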
DYRK1A inh: rat Dyrk1A kinase inhibitors, primary screen, biochemical, single point, plate reader. hit rate 0.43% among 310,000. ADP-Glo luminescence, NFATc1 peptide. inhibition, % at 12.5 µM; in the data active = inhibition above about 50%;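 note: plate controls were vehicle with enzyme for no effect and no enzyme for full effect; many of its hits are not listed in these tables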
TMEM16A inh: TMEM16A chloride channel inhibitors, primary screen, cell-based, HTS; Anoctamin-1 (Mus musculus), Q8BHY3; HEK293 TMEM16A/YFP iodide influx fluorescence, ionomycin; normalized B-score (activity score, 25-100; higher = stronger inhibition) at 10 µM; hit rate 1.2% among 310,000; AID 588511, 2011;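 active = ratio plate-corrected score three or more library SD toward inhibition, starting fluorescence score within five deviations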;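 note: score derived from kinetic fluorescence span divided by baseline fluorescence per well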
* marks the source's active call; other numbers are inactive results; i = inactive; ? = inconclusive; · = not tested or not shown. A portion of the library; rates above refer to the full screens.

SMILES	KCNQ1 inh	KCNK9 inh	TRPC4 potent	hERG rescue	KCNK3 block	TMEM16A act	DYRK1A inh	KCNQ1 act	TRPC4 act	HDAC3 inhib	TMEM16A inh
CCCCCCNCC(=O)N1CCC(Cc2ccccc2)CC1	i	i	i	-8	i	i	-6	i	i	1	i
O=C(CSc1nccn1Cc1ccc(F)cc1)Nc1ccc(F)cc1F	i	i	i	-6	i	i	7	i	i	0	i
CN1CCC(=O)N([C@H](CSc2ccc(Br)cc2)c2ccccc2)CC1	i	i	i	-16	i	i	·	i	i	-1	i
C=CCNC(=S)N(Cc1ccccc1)Cc1ccccc1	i	i	i	-4	i	i	-2	i	i	6	i
Cc1ccccc1Nc1nc(N)nc(-c2oc3ccccc3c2C)n1	i	-14*	i	-15	-10*	i	·	i	i	2	i
CC(=O)C1=C(C)Nc2ncnn2C1c1ccccc1Cl (stereo not given)	i	i	i	-9	i	i	1	i	i	5	i
CN(C)S(=O)(=O)c1ccc(NC(=O)/C=C/c2ccccc2Cl)cc1	i	i	i	-4	i	i	·	i	i	·	i
O=C(CC1C(=O)NCCN1Cc1cccc(F)c1)NC1CCC1 (stereo not given)	i	i	i	-6	i	i	·	i	i	4	i
Clc1ccccc1Cc1noc(CN2CCCCC2CCc2ccccn2)n1 (stereo not given)	i	i	i	-8	i	i	0	i	i	-2	i
CCOc1ccc(S(=O)(=O)N2CCN=C2Cc2ccccc2)cc1C	i	i	i	-9	i	i	-6	i	i	·	i
CC(=O)Nc1cccc(NC(=O)c2ccco2)c1	i	i	i	-11	i	i	8	i	i	-5	i
COc1ccc2cc(S(=O)(=O)N3CCOCC3)ccc2c1	i	i	i	-6	i	i	0	i	i	-5	i
O=S(=O)(NCc1ccc2c(c1)OCO2)c1cccc(F)c1	i	i	i	0	i	i	-6	i	i	2	i
CC(C(=O)O)n1nnc2ccccc21 (stereo not given)	i	i	i	-3	i	i	1	i	i	6	i
COC(=O)N/N=C/c1cn(Cc2ccccc2Cl)c2ccccc12	i	i	i	-5	i	i	0	i	i	-4	i
CCOC(=O)c1nn(-c2ccc(F)cc2)c(=O)cc1OCC(=O)Nc1cccc(C)c1	i	i	i	-2	i	i	-1	i	i	·	i
CCc1ccc(OCC(=O)Nc2ccc(-c3nc4ccccc4o3)c(O)c2)cc1	i	i	i	-5	i	i	-2	i	i	-1	i
CCC(c1nnnn1Cc1ccco1)N(Cc1cc2cc(C)cc(C)c2[nH]c1=O)CC1CCCO1 (stereo not given)	i	i	i	-6	i	i	4	i	i	-2	i
CCCc1nc2ccccc2[nH]1	i	i	i	-8	i	i	4	i	i	3	i
Cc1cc(C(=O)N2CCc3ccccc3C2)on1	i	i	i	-3	i	i	2	i	i	-7	i

Retrieved one by one from the list above (3):
SMILES	KCNQ1 inh	KCNK9 inh	TRPC4 potent	hERG rescue	KCNK3 block	TMEM16A act	DYRK1A inh	KCNQ1 act	TRPC4 act	HDAC3 inhib	TMEM16A inh
CCOc1ccc(S(=O)(=O)N2CCN=C2Cc2ccccc2)cc1C	i	i	i	-9	i	i	-6	i	i	·	i
CCC(c1nnnn1Cc1ccco1)N(Cc1cc2cc(C)cc(C)c2[nH]c1=O)CC1CCCO1 (stereo not given)	i	i	i	-6	i	i	4	i	i	-2	i
COC(=O)N/N=C/c1cn(Cc2ccccc2Cl)c2ccccc12	i	i	i	-5	i	i	0	i	i	-4	i

Continued.
SMILES	KCNQ1 inh	KCNK9 inh	TRPC4 potent	hERG rescue	KCNK3 block	TMEM16A act	DYRK1A inh	KCNQ1 act	TRPC4 act	HDAC3 inhib	TMEM16A inh
COc1cc2cc(CN(Cc3cccs3)C(=S)Nc3ccccc3)c(=O)[nH]c2cc1OC	i	i	i	-21	i	i	2	i	i	10	i
CCc1ccc(-c2nc(CCl)cs2)cc1	i	i	i	-5	i	i	-1	i	i	2	i
O=C(COC(=O)c1cc(S(=O)(=O)N2CCCCC2)ccc1N1CCOCC1)NC1CCS(=O)(=O)C1 (stereo not given)	i	i	i	-9	i	i	6	i	i	0	i
CCN(CC)S(=O)(=O)c1cccc(C(=O)OCc2cc(=O)n3nc(C)sc3n2)c1	i	i	i	-16	i	i	9	i	i	6	i
Cc1ccsc1C(=O)Nc1nccs1	i	i	i	-3	i	i	11	i	i	6	i
CC1CCCCN1CCCNC(=O)C1CCCN(c2ncnc3c2nc2n3CCCCC2)C1 (stereo not given)	i	i	i	-7	i	i	0	i	i	0	i
COc1ccc(C(=O)NC(C)C2CC3CCC2C3)cc1 (stereo not given)	i	i	i	-1	i	i	·	i	i	2	i
C/C(=N\Nc1ccc(C)c(Cl)c1)c1ccncc1	i	i	i	-6	i	i	6	i	i	0	i
O=C(N/N=C/c1ccncc1)c1cccc(NC(=O)c2ccccc2Cl)c1	i	i	i	-28	i	i	7	i	i	-1	i
COc1ccc(Nc2nc(C)cc(-c3cc(-c4ccccc4)on3)n2)cc1	i	i	i	-3	i	i	·	i	i	-1	i
Nc1nnc(SCC(=O)OCC(=O)NC23CC4CC(CC(C4)C2)C3)s1	i	i	i	-11	i	i	-5	i	i	0	i
CCCSc1nc(C)cc(=O)[nH]1	i	i	i	-4	i	i	-2	i	i	-4	i
O=C(CSc1ncn[nH]1)N1N=C2/C(=C/c3ccco3)CCCC2C1c1ccco1 (stereo not given)	i	i	i	-8	i	i	2	i	i	12	i
COc1cc(/C=C2\SC(=S)N(NS(=O)(=O)c3ccccc3)C2=O)cc(OC)c1OC	i	i	i	-17	i	i	-4	i	i	2	i
CCN(CC(=O)NCc1cccs1)C(=O)CCc1c[nH]c2ccccc12	i	i	i	0	i	i	·	i	i	-4	i
COc1cc2c(C(=O)NCc3ccccn3)cn(CC(C)C)c(=O)c2cc1OC	i	i	i	-5	i	i	-4	i	i	-9	i
Cc1oc(-c2ccccc2Cl)nc1CN(C)C(C)c1ccon1 (stereo not given)	i	i	i	-2	i	i	-2	i	i	5	i
O=C(Nc1cccnc1)c1ccc(N2CCCC2)c([N+](=O)[O-])c1	i	i	i	-10	i	i	2	i	i	6	i
Cc1ccc(N2C(=O)CC(Sc3ccccc3C(=O)O)C2=O)c([N+](=O)[O-])c1 (stereo not given)	i	i	i	-11	i	i	-1	i	i	?	i
CCc1ccc(Nc2ccc(C(N)=O)cc2[N+](=O)[O-])cc1	i	i	i	-21	i	i	1	i	i	9	i

Carrying on.
SMILES	KCNQ1 inh	KCNK9 inh	TRPC4 potent	hERG rescue	KCNK3 block	TMEM16A act	DYRK1A inh	KCNQ1 act	TRPC4 act	HDAC3 inhib	TMEM16A inh
CCOc1ccc(S(=O)(=O)NCc2ccccn2)cc1NC(=O)c1ccccc1	i	i	i	-12	i	i	4	i	i	·	i
O=C1c2ccccc2NC(c2ccc(O)cc2)N1/N=C/c1ccc(O)cc1 (stereo not given)	i	i	i	-9	i	i	3	i	i	-4	i
Cc1cc(OCC(=O)N(C)C)c2c(-c3ccccc3)cc(=O)oc2c1	i	i	i	-20	i	i	-13	i	i	-6	i
Cn1c(COc2ccc(C(=O)O)cc2)nc2ccccc21	i	i	i	-13	i	i	0	i	i	-2	i
CN1CCN(S(=O)(=O)c2ccc(Cl)s2)CC1	i	i	i	-4	i	i	-3	i	i	2	i
CC(=O)Nc1ccc(S(=O)(=O)CCC#N)cc1	i	i	i	-13	i	i	-9	i	i	-4	i
CCN(CC(=O)Nc1c(F)cccc1F)C(=O)c1cc(S(=O)(=O)N(CC)CC)ccc1N1CCCCC1	i	i	i	-8	i	i	-9	i	i	-2	i
Cc1cccc(-c2nc(C#N)c(N3CCCCC3)o2)c1	i	i	i	-8	i	i	1	i	i	-10	i
CCOc1cc2[nH]c(=S)n(CCC(=O)N3CCc4ccccc4C3)c(=O)c2cc1OCC	i	i	i	-8	i	i	0	i	i	-15	i
O=C(NCCCN1CCOCC1)c1cc(-c2cccs2)on1	i	i	i	-10	i	i	-1	i	i	-1	i
CCn1c(SCC(=O)OC)nc2cc(S(=O)(=O)N3CCOCC3)ccc21	i	i	i	-11	i	i	-5	i	i	-1	i
Cc1ccc(Cn2ccc(NC(=O)c3cc(-c4ccco4)on3)n2)cc1	i	i	i	-18	i	i	-27	i	i	6	i
CCc1ccc(NC(=O)N2CCN(c3ccccc3)CC2)cc1	i	i	i	1	i	i	-3	i	i	1	i
Cc1ccc(O)c(NC(=O)c2cccc(NC(=O)c3ccco3)c2)c1	i	-6.9*	i	-9	-9.4*	i	27	i	i	?	i
Cc1cc(S(=O)(=O)N(Cc2ccc(C(C)C)cc2)CC2CCCO2)ccc1-n1cnnn1 (stereo not given)	i	i	i	-5	i	i	-2	i	i	14	i
COC(=O)C1CCCCN1C(=O)c1ccc(OC2CCN(C(C)=O)CC2)c(OC)c1 (stereo not given)	i	i	i	-11	i	i	-12	i	i	·	i
COc1ccccc1C(=O)NCC(=O)OC(C)C(=O)N1CCOCC1 (stereo not given)	i	i	i	-8	i	i	-5	i	i	6	i
COC(=O)c1ccc(COc2ccc(C#N)cc2)o1	i	i	i	-9	i	i	14	i	i	11	i
Cc1nc2ccc(S(=O)(=O)NCC(=O)NCCN3CCCCCC3)cc2s1	i	i	i	-4	i	i	1	i	i	5	i
NC(=O)c1c(NC(=O)C(=O)NCCCN2CCOCC2)sc2c1CCCC2	i	i	i	-9	i	i	·	i	i	-8	i
Cc1cc(OC(C)C(=O)NCCCN2CCCC2=O)c2c(C)c(C)c(=O)oc2c1 (stereo not given)	i	i	i	-3	i	i	·	i	i	-65	i

From PubChem BioAssay
